RGS7-Gao reg – modulates binding of RGS7 to human Galphao. 220,000 tested, 0.35% active. binding response (% of control), % at 10 µM. Multiplexed bead flow cytometry; actives lie on both sides. P09471. AID 1439; in the data active means binding response below about 49% or above about 150%; inconclusive means no clear call, values can overlap the other calls; inactive means in between;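 further: fluorescent Galphao held in activated GDP-AlF4 state binding bead-coupled RGS7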
RGS8-Gao – regulators of human RGS8-Galphao interaction | response (percent of control binding), % at 10 µM | P09471 | 220,000 tested, 0.34% active | AID 1423 | multiplexed bead flow cytometry, RGS8-Galphao binding; actives lie on both sides; in the data active means response below about 60% or above about 140%; inactive means in between;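 further: Galphao activated as the GDP aluminium fluoride complex binding bead-coupled RGS8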
Bim-Bcl-B – inhibitors of Bim-Bcl-B interaction, human; inhibition, % at 10 µM; bead-based flow cytometry, Bim peptide-Bcl-B binding; 190,000 tested, 0.073% active; Q9HD36; AID 951;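 further: 0% = tracer peptide without compound and 100% = reference inhibitor peptide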
Target sequence (Q9HD36 whole entry, looked up): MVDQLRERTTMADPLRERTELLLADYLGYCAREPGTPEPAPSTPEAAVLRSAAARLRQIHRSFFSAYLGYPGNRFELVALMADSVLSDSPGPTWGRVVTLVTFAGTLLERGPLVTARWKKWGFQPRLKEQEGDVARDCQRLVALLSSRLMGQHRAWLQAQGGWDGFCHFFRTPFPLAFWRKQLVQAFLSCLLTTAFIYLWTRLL
Mcl-1 Bim block – inhibitors of Bim-Mcl-1 interaction, human; Q07820; Bead-based flow cytometry, Bim peptide-Mcl-1 binding; inhibition, % at 10 µM; 190,000 tested, 0.1% active;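 further: 0% = no compound tracer wells and 100% = peptide blocker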
Target sequence (Q07820 whole entry, looked up): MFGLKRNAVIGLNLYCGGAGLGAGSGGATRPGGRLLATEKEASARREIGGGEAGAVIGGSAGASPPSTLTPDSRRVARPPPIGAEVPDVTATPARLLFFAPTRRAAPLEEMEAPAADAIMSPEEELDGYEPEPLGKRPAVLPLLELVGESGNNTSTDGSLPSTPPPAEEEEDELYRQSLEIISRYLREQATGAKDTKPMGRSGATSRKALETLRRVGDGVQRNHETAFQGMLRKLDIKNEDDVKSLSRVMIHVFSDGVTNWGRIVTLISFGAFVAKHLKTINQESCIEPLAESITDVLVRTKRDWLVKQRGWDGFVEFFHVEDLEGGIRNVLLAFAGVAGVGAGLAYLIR
RGS4-Gao reg – human RGS4-Galphao interaction regulation; Multiplexed bead flow cytometry, RGS4-Galphao binding; actives lie on both sides; binding response (% of control), % at 10 µM; 220,000 tested, 0.33% active; AID 1415; in the data active means binding response below about 49% or above about 150%; inactive means in between;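 further: fluorescent Galphao activated with aluminum fluoride binding bead-coupled RGS4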
Mcl1 Bid PPI – Mcl-1/Bid interaction inhibition. TR-FRET Mcl-1/Bid-Dy647 peptide binding, 1536-well. AID 1021. 220,000 tested, 0.97% active. inhibition, % at 21.7 µM. Q07820;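 active means compounds that cut the binding signal by more than half at the single screening dose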;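 further: His-tagged Mcl-1 with europium anti-His antibody binding Bid BH3 peptide; 0% = Mcl-1 plus peptide wells and 100% = peptide-only wells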
Bfl-1 Bim block – disrupts Bim binding to human Bfl-1 | Q16548 | Bead-based flow cytometry, Bim-Bfl-1 binding inhibition | inhibition, % at 10 µM | 190,000 tested, 0.12% active | AID 1008;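 further: 0% = wells without compound plus tracer and 100% = blocker peptide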
Bcl-XL Bim block – disrupts Bim peptide binding to human Bcl-XL | bead flow cytometry, fluorescence | inhibition, % at 10 µM | 190,000 tested, 0.04% active | AID 1007
Target sequence (Q07817 whole entry, looked up): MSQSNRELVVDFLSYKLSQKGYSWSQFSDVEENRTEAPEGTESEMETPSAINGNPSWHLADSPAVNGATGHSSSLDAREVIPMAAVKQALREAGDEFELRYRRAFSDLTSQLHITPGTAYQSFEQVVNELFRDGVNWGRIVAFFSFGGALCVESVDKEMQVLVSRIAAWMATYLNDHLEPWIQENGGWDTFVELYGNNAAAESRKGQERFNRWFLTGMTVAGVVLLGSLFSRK
Bim-Bcl-W – disrupts Bim peptide binding to human Bcl-W; bead-based flow cytometry; inhibition, % at 10 µM; 190,000 tested, 0.02% active; AID 952;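 further: 0% = bound tracer without compound and 100% = peptide blocker; higher means less fluorescent Bim peptide bound to Bcl-W beads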
Bim-Bcl-2 – inhibitors of Bim-Bcl-2 interaction, human; 190,000 tested, 0.06% active; AID 950; Bead-based flow cytometry, Bim peptide-Bcl-2 binding; P10415; inhibition, % at 10 µM; in the data active means inhibition above about 40%; inconclusive means no clear call, values can overlap the other calls;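 further: 0% = no compound wells with probe peptide and 100% = reference peptide inhibitor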
Target sequence (P10415 whole entry, looked up): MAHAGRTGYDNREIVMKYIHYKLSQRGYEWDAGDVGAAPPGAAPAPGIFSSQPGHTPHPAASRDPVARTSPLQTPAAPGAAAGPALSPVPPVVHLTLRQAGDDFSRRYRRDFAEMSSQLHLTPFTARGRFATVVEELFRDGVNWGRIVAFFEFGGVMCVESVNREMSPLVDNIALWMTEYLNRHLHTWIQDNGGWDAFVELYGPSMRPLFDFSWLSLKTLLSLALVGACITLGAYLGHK
Mcl1-Noxa inh – Mcl-1/Noxa interaction inhibition; Q07820; TR-FRET Mcl-1/Noxa peptide binding, 2 h; inhibition, % at 21.7 µM; 220,000 tested, 1.5% active; AID 1022;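 active means compounds that cut the protein-peptide binding signal by more than 50% relative to plate controls in a single-dose test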;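 further: His-tagged Mcl-1 with rhodamine Noxa BH3 peptide and terbium anti-His antibody; 0% = Mcl-1 plus Noxa peptide wells and 100% = peptide-only wells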
Starred values were filed as active, the others as inactive; ? = inconclusive; · = no result given. Unless noted, no stated cut-off is given here; in the data, active means inhibition above about 40%. This is a random part of the collection; any-hit rate near 2.7%.

[1] O=C(NCCCN1CCCC1=O)c1ccc2c(c1)NC(=O)c1ccccc1S2
[2] O=C(c1ccccn1)c1ccc2ccccc2n1
[3] CC(C)(C)c1nc2ccccc2c2nnc(SCC(=O)Nc3nccs3)n12
[4] CCOC(=O)CC1=C(C(=O)OCC)C(c2ccncc2)C(C#N)=C(N)O1 (centres undefined)
[5] Cc1cc2cc(CNS(=O)(=O)c3ccc4ccccc4c3)ccc2n1C
[6] COc1cc(OC)nc(N/N=C(\c2ccccc2)c2ccncc2)n1
[7] CC1=N/C(=C\c2ccc([N+](=O)[O-])cc2)C(=O)N1c1cc(Cl)ccc1C
[8] CCCCC/C=C\C[C@H](O)/C=C/c1cccc(C[C@H](O)CCCCO)n1
[9] COc1cccc(Nc2ccc(C(=O)O)cc2[N+](=O)[O-])c1
[10] O=C(Nc1nc2cc3c(cc2s1)OCCO3)c1ccncc1
assay / compound	1	2	3	4	5	6	7	8	9	10
RGS7-Gao reg	96	?	100	105	106	100	99	100	98	97
RGS8-Gao	101	101	101	103	110	101	100	93	99	98
Bim-Bcl-B	-5	·	-6	-2	4	-1	-2	-1	-11	0
Mcl-1 Bim block	1	·	1	-5	3	0	2	0	-4	1
RGS4-Gao reg	99	100	97	102	104	103	100	93	99	101
Mcl1 Bid PPI	-22	0	-7	-7	-96	2	-16	6	-14	6
Bfl-1 Bim block	-8	·	-6	-2	5	0	-4	2	-10	-1
Bcl-XL Bim block	-2	·	-4	-2	6	0	3	-4	-6	0
Bim-Bcl-W	0	·	-1	-3	6	0	4	1	-7	1
Bim-Bcl-2	-4	·	-11	-1	7	-4	-2	0	1	3
Mcl1-Noxa inh	4	-9	18	20	-117	22	-13	23	10	49

[11] C=CCC1c2cccc(C(=O)O)c2C(=O)N1c1cccc(C)c1 (centres undefined)
[12] CCC1CCCCN1C(=O)Cn1c(=O)oc2ccccc21 (centres undefined)
[13] COc1ccc(C2=Nn3c(nnc3-c3ccccn3)SC2)cc1OC
[14] Nc1nc(-c2ccc(Cl)cc2)nnc1-c1ccc(Br)cc1
[15] Cc1ccc(/C=N\Nc2nc3ccc(Cl)cc3[nH]2)o1
[16] COc1ccc(/C=N/NC(=O)c2ccc3nc[nH]c3c2)cc1OC
[17] Cn1c(=O)c2c(nc(Br)n2CCSc2ncccn2)n(C)c1=O
[18] O=C(NC12CC3CC(CC(C3)C1)C2)C12CC3CC(C1)CC(n1cnc(Cl)n1)(C3)C2
[19] S=c1[nH]c2ccc3ccccc3c2[nH]1
[20] CCCS(=O)(=O)c1nc(S(=O)(=O)c2ccc(C)cc2)c(NCc2ccc3c(c2)OCO3)s1
assay / compound	11	12	13	14	15	16	17	18	19	20
RGS7-Gao reg	100	97	106	102	99	?	98	100	100	101
RGS8-Gao	99	101	100	98	103	101	99	101	101	99
Bim-Bcl-B	0	-4	8	-1	-1	·	-8	0	-5	-12
Mcl-1 Bim block	-2	3	12	0	0	·	-2	0	1	-7
RGS4-Gao reg	105	101	102	101	98	103	98	100	99	102
Mcl1 Bid PPI	-14	-34	-27	-33	-93	-8	-14	-7	-46	-30
Bfl-1 Bim block	0	-13	-8	-2	4	·	-20	0	-2	0
Bcl-XL Bim block	-1	-5	12	1	0	·	-8	0	0	-9
Bim-Bcl-W	0	2	12	0	1	·	-1	-2	-1	-5
Bim-Bcl-2	0	0	-4	-1	0	·	-9	-2	-5	-4
Mcl1-Noxa inh	-5	-4	13	-54	0	5	12	-11	12	-68

[21] Cc1c(Cl)cccc1NC(=O)CNC(=O)c1ccccc1F
[22] CCNc1nc(NCC)nc(-n2nc(C)cc2C)n1
[23] COCCCNC(=O)CCc1ccccc1
[24] CCCOc1ccc(/C=N/NC(=O)CN(c2ccc(OCC)cc2)S(C)(=O)=O)cc1
[25] O=C(Cn1c(=O)n(-c2ccccc2)c(=O)c2oc3ccccc3c21)Nc1ccccc1
[26] Cc1ccc(-c2noc(COc3ccccc3C)n2)cc1
[27] CCCCOc1ccc(-c2csc(N)n2)cc1[N+](=O)[O-]
[28] O=C(CCn1cccc1)NCc1ccccc1
[29] O=C1c2cccc3cccc(c23)C(=O)N1CCN1CCN(CC(O)COc2ccc3ccccc3c2)CC1 (centres undefined)
[30] C=CCNc1nc(-c2sc(NC(C)=O)nc2C)cs1
assay / compound	21	22	23	24	25	26	27	28	29	30
RGS7-Gao reg	104	101	104	?	97	97	105	97	95	104
RGS8-Gao	98	102	100	103	101	100	102	100	101	108
Bim-Bcl-B	-8	0	0	·	-8	-9	-12	0	-17	-12
Mcl-1 Bim block	-2	-1	3	·	-3	-1	-6	0	-10	-2
RGS4-Gao reg	99	101	100	97	97	99	102	99	99	110
Mcl1 Bid PPI	-4	1	-4	17	-12	4	-60	-50	-31	-8
Bfl-1 Bim block	-9	-3	0	·	-12	-11	-7	-1	-18	-9
Bcl-XL Bim block	-5	0	-1	·	-7	-1	-5	-2	-8	-6
Bim-Bcl-W	-4	-2	1	·	-7	0	-5	0	-7	-1
Bim-Bcl-2	-6	-4	2	·	-11	-6	-4	0	-12	-8
Mcl1-Noxa inh	12	17	-17	5	2	19	11	2	2	14

(further entries)
Each structure is followed by: RGS7-Gao reg	RGS8-Gao	Bim-Bcl-B	Mcl-1 Bim block	RGS4-Gao reg	Mcl1 Bid PPI	Bfl-1 Bim block	Bcl-XL Bim block	Bim-Bcl-W	Bim-Bcl-2	Mcl1-Noxa inh
31	CCOC(=O)CNC(=S)N(CCCN1CCCCCC1)Cc1cccs1
→ 123	100	-5	0	104	-45	-4	-7	-1	-5	-9
32	CCOC(=O)COc1ccc(Br)cc1C1NC(=O)NC(C)=C1C(=O)NCc1ccccc1 (centres undefined)
→ 100	103	-3	-3	99	-26	-1	-2	-1	-5	-7
33	CCOC(=O)CSc1nnc(-c2ccncc2)o1
→ 105	104	-9	-4	107	9	-19	-6	-1	-12	9
34	CC(=O)c1ccc(OCC(O)CN2CCN(CC(O)COc3ccc(C(C)=O)cc3)CC2)cc1 (centres undefined)
→ 99	94	-3	-3	101	-3	-2	-3	0	-5	-12
35	CC(=O)c1c(C)[nH]c(C(=O)OCC(=O)Nc2cc(Cl)ccc2[N+](=O)[O-])c1C
→ 98	101	-6	1	102	11	-4	-5	-2	-6	10
36	COc1cccc(C(=O)NC(Cc2ccccc2)c2ccc3c(c2)OCCCO3)c1 (centres undefined)
→ 104	105	0	0	104	3	0	-2	0	0	12
37	Cn1c2c(c(=O)c3ccccc31)CCC(C)(C)O2
→ 101	104	-7	-6	102	-33	-3	-4	-3	-4	7
38	COc1ccc(Nc2nnc(C)c3ccccc23)cc1C(N)=O
→ 96	92	1	0	89	-36	0	0	0	0	7
39	CCCN1C(=O)CN(C2CCCCCC2)C(=O)C1c1ccc(C)cc1 (centres undefined)
→ 96	100	1	0	94	-9	-3	-1	0	-1	14
40	Cc1ccc(OCC(=O)N(C)CCc2ccccn2)cc1
→ 99	99	-1	-1	96	·	-5	-4	-6	-1	·
41	COC(=O)CC1SC(=O)NC1=Nc1ccc(O)cc1 (centres undefined)
→ 101	104	-1	-3	104	-22	-1	0	0	0	-17
42	Cc1ccc(C2=Nc3ccc(Br)cc3C(c3ccncc3)=NN2)cc1
→ 102	101	0	1	105	-9	-2	-1	1	-3	8
43	COc1ccc(C(C(=O)NCc2ccccc2)N(Cc2ccco2)C(=O)c2cnccn2)cc1 (centres undefined)
→ 100	101	-4	3	101	-4	-5	-1	-2	-3	7
44	Cc1cc(C)c(OCCCON2C(=O)CCC2=O)c(Br)c1
→ ?	102	-1	0	102	-26	-3	-1	-1	-5	12
45	Cc1cc2nc3c(c(C(F)(F)F)n2n1)CCCC3
→ 100	100	-4	1	98	3	-5	-1	-1	0	-1
46	CCNC(=S)Nc1sc2c(c1C#N)CCC(C)C2 (centres undefined)
→ ?	101	·	·	92	-31	·	·	·	·	-7
47	COc1ccc(CCN=C(N)NS(=O)(=O)c2ccc(C)c(C)c2)cc1
→ 98	98	-4	-1	99	-16	-2	-1	-2	-2	-7
48	C=CCn1c(SCC(=O)NC23CC4CC(CC(C4)C2)C3)nc2cc(C(=O)O)ccc2c1=O
→ 101	103	-2	0	103	20	-6	-5	-2	-4	18
49	COc1ccc(NC(=O)C/C(C)=N/NC(=O)C(=O)NC(C)C)c(OC)c1
→ 98	103	1	1	101	-61	-4	0	5	2	12
50	CC(C)(C)n1nnnc1C(c1cccc(C(F)(F)F)c1)N1CCC(O)CC1 (centres undefined)
→ 97	102	-5	2	102	-30	-13	-3	0	3	-26

Retrieved one by one from the entries so far, 2 records:
Each structure is followed by: RGS7-Gao reg	RGS8-Gao	Bim-Bcl-B	Mcl-1 Bim block	RGS4-Gao reg	Mcl1 Bid PPI	Bfl-1 Bim block	Bcl-XL Bim block	Bim-Bcl-W	Bim-Bcl-2	Mcl1-Noxa inh
41	COC(=O)CC1SC(=O)NC1=Nc1ccc(O)cc1 (centres undefined)
→ 101	104	-1	-3	104	-22	-1	0	0	0	-17
47	COc1ccc(CCN=C(N)NS(=O)(=O)c2ccc(C)c(C)c2)cc1
→ 98	98	-4	-1	99	-16	-2	-1	-2	-2	-7

The list continues.
Each structure is followed by: RGS7-Gao reg	RGS8-Gao	Bim-Bcl-B	Mcl-1 Bim block	RGS4-Gao reg	Mcl1 Bid PPI	Bfl-1 Bim block	Bcl-XL Bim block	Bim-Bcl-W	Bim-Bcl-2	Mcl1-Noxa inh
51	Cc1cc(C)n2c(SCC(=O)NCc3ccco3)nnc2n1
→ 97	98	0	1	97	-22	-2	0	2	-3	-1
52	COc1ccc(-c2cn3cccc(C)c3n2)cc1Br
→ 95	101	0	-1	101	-39	-2	-4	-4	-6	9
53	COC(=O)[C@@H](NC(=O)NC(C)CCc1ccccc1)C(C)C (some centres undefined)
→ 95	98	-5	-1	103	-4	-9	3	-2	-8	7
54	COc1ccc(/C=N/OCC(=O)NCc2cccs2)c(OC)c1
→ 98	102	-1	2	100	-26	-5	-3	0	-2	-4
55	CCc1nnc(NC(=O)Cn2ccc(C(F)(F)F)n2)s1
→ 99	101	-4	1	107	-20	-3	2	0	-6	-6
56	O=S(=O)(NCCn1cccc1)c1ccc2ccccc2c1
→ 102	106	0	0	102	-44	3	-1	5	2	-5

Results in Bim-Bcl-B and RGS8-Gao (three entries from above):
| # | mol | Bim-Bcl-B | RGS8-Gao |
| --- | --- | --- | --- |
| 54 | COc1ccc(/C=N/OCC(=O)NCc2cccs2)c(OC)c1 | -1 | 102 |
| 52 | COc1ccc(-c2cn3cccc(C)c3n2)cc1Br | 0 | 101 |
| 56 | O=S(=O)(NCCn1cccc1)c1ccc2ccccc2c1 | 0 | 106 |

In the list so far, 3 contain a COOH group:
Each structure is followed by: RGS7-Gao reg	RGS8-Gao	Bim-Bcl-B	Mcl-1 Bim block	RGS4-Gao reg	Mcl1 Bid PPI	Bfl-1 Bim block	Bcl-XL Bim block	Bim-Bcl-W	Bim-Bcl-2	Mcl1-Noxa inh
9	COc1cccc(Nc2ccc(C(=O)O)cc2[N+](=O)[O-])c1
→ 98	99	-11	-4	99	-14	-10	-6	-7	1	10
11	C=CCC1c2cccc(C(=O)O)c2C(=O)N1c1cccc(C)c1 (centres undefined)
→ 100	99	0	-2	105	-14	0	-1	0	0	-5
48	C=CCn1c(SCC(=O)NC23CC4CC(CC(C4)C2)C3)nc2cc(C(=O)O)ccc2c1=O
→ 101	103	-2	0	103	20	-6	-5	-2	-4	18

Source: PubChem BioAssay
